PKM2 activator: qHTS Assay for Activators of Human Muscle isoform 2 Pyruvate Kinase; Pyruvate kinase PKM (Homo sapiens), P14618; purified PKM2, Kinase-Glo ATP luminescence, activation; response scale: 0% is enzyme alone, no compound; Potency, µM (top dose mostly 57.5 µM), for inactives: top-dose activation, most hits filed as activators; actives 0.34% (n = 260,000); note: potency is the fitted concentration of half-maximal effect; % is set by controls: 0 for no effect and ±100 for the full control effect; nearly all actives have a fitted effect of over 55% in size
Target sequence (P14618 whole entry, looked up, canonical isoform): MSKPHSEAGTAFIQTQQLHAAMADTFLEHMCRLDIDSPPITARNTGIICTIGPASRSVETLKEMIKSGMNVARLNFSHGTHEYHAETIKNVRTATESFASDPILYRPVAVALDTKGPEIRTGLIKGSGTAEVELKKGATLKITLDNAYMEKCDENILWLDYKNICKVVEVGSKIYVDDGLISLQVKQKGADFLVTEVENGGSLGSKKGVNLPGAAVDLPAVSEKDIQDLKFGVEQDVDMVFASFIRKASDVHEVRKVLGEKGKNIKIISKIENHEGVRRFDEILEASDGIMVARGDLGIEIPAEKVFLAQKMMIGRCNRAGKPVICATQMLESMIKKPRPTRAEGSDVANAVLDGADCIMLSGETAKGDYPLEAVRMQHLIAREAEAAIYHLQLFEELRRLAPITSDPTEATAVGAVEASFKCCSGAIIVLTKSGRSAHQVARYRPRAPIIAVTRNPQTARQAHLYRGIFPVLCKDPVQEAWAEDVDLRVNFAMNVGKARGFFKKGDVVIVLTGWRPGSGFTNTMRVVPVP
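hPK-M2, >95% pure; 0.1 mM ADP / 0.5 mM PEP final; imidazole pH7.2 buffer w/ 7 mM MgCl2, 50 mM KCl; 1 h RT; Kinase-Glo lum. Intermediate enzyme activity for dual inhibitor/activator qHTS.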
Tb PFK block: qHTS Assay to Find Inhibitors of T. brucei phosphofructokinase | T. brucei PFK, ADP-Glo luminescence | ATP-dependent 6-phosphofructokinase (Trypanosoma brucei brucei), O15648 | actives 0.17% (n = 330,000) | Potency, µM (series often up to 57.5 µM), for inactives: top-dose activity, negative = inhibition, hits mostly inhibitors;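 note: potency is the fitted concentration of half-maximal effect; 0% = uninhibited 1x PFK enzyme wells and -100% = no-enzyme wells; nearly all actives have a fitted effect of over 60% in size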
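Compounds were pin-transferred as a titration series up to 57 uM into substrate buffer (0.5 mM F6P, 0.1 mM ATP, pH 8.0), then 1.25 nM PFK was added and reactions ran 45 min before ADP-Glo detection.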
B2AR arrestin: qHTS assay of beta-arrestin-biased ligands of beta2-adrenergic receptor; Beta-2 adrenergic receptor (Homo sapiens), P07550; actives 0.02% (n = 330,000); Potency, µM (highest dose often 46.1 µM), inactives show at the highest dose activation, actives largely listed as activators; beta-arrestin recruitment to beta2AR, cell-based reporter;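 note: potency is the fitted concentration of half-maximal effect; 0% = DMSO controls and full agonism = EC100 isoproterenol or metaproterenol; nearly all actives have a fitted effect of over 65% in size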
GALK inh: qHTS Assay for Inhibitors of Human Galactokinase (GALK). P51570. Purified GALK, Kinase-Glo residual ATP luminescence. Potency, µM (top dose mostly 57.5 µM), without a hit: at the top dose activity change, negative = inhibition, usual class: inhibitors. actives 0.007% (n = 270,000); note: potency is the fitted concentration of half-maximal effect; % is set by controls: 0 for no effect and ±100 for the full control effect
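Galactose (100 uM) and ATP (35 uM) were turned over by 5 nM GALK for 1 h at RT. Kinase-Glo Plus then converted the remaining ATP into a luminescent signal.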
Menin MLL FP TR: qHTS Assay for Inhibitors Targeting the Menin-MLL Interaction in MLL Related Leukemias: Competition With Texas Red Labeled MLL-derived Mutant Peptide | O00255 | Menin + Texas Red MLL mutant peptide, fluorescence polarization | Potency, µM (top dose mostly 61.6 µM), inactives show top-dose FP activity change, negative = inhibition, most hits filed as inhibitors | actives 0.23% (n = 270,000); active = well fitted inhibition curve with a large enough effect in the polarisation, with a control signal flat, not every such curve was filed as active; inconclusive = small, poorly fitted or top-dose-only effect, or effect the other way, or a change in a side signal; inactive = no such curve, though single readings can be large or run the other way; the % refers to the polarisation; note: potency is the fitted concentration of half-maximal effect; % of control where 0% means no effect; many of its hits are not listed in these tables
PTAP TSG101 blk: qHTS Assay for Iinhibitors of HIV-1 Budding by Blocking the Interaction of PTAP/TSG101; 340,000 tested, under 10 active; Fluorescence polarization, FITC-PTAP peptide / Tsg101 binding; AID 493005, 2010; Tumor susceptibility gene 101 protein (Homo sapiens), Q99816; Potency, µM (doses to about 115 µM), without a hit: top-dose activity change, negative = inhibition, actives largely listed as inhibitors; active = well fitted inhibition curve with a large enough effect in the main read-out, with a control signal flat, not every such curve was filed as active; inconclusive = small, poorly fitted or top-dose-only effect, or effect the other way, or a change in a side signal; inactive = no such curve, though single readings can be large or run the other way; note: potency is the fitted concentration of half-maximal effect; % of control where 0% means no effect
Target sequence (Q99816 whole entry, looked up): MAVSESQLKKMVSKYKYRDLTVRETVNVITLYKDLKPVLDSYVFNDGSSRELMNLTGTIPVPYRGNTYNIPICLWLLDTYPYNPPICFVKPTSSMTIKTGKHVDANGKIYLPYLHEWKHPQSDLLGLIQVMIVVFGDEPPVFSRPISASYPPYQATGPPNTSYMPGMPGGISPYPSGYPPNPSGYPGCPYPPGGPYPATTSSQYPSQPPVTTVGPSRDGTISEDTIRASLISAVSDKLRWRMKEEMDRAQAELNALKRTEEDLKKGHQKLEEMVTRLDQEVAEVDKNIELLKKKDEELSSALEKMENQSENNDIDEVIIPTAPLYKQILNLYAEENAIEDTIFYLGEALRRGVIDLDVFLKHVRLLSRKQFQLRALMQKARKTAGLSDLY
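Steps: Tsg101 binding domain dispensed (10 uM final), compounds pinned in DMSO, FITC-labeled PTAP-motif peptide added (50 nM final); after 20 min binding at room temperature, polarization measured.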
BCR signal inh: qHTS Assay to Find Inhibitors of Chronic Active B-Cell Receptor Signaling. Potency, µM (highest dose often 46.1 µM), for inactives: top-dose ratio change, negative = lower green/red ratio, usual class: inhibitors. actives 0.05% (n = 340,000). ABC-DLBCL IkBa-CBG/CBR reporter, luminescence ratio, 4 h; active = well fitted inhibition curve with a large enough effect in the signal ratio, with a control signal flat, not every such curve was filed as active; inconclusive = small, poorly fitted or top-dose-only effect, or effect the other way, or a change in a side signal; the % refers to the signal ratio;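 note: potency is the fitted concentration of half-maximal effect; plate controls were basal doxycycline-induced cells for no effect and cells given 10 µM MG132 for full effect; MG132 reads +100%, hits lower the ratio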
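Cell line TMD8 (human ABC DLBCL), stably expressing tet-inducible CBG68-IkBa fusion and CBR; IMDM/0.5% FBS; cpd up to 46 uM; dox induction, 4 h, 37C/5% CO2; dual luminescence; green/red ratio; MG132 control.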
Giardia killer: Small Molecules that selectively kill Giardia lamblia: qHTS | activity change, % at 7.66 µM, hits read low | AID 540267, 2011 | actives 0.15% (n = 340,000) | Giardia lamblia trophozoite viability; in the data active = activity change below about -80%; inconclusive = between about -30% and that limit;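 note: parasites exposed to compound for two days anaerobically before the ATP read; % is set by controls: 0 for no effect and ±100 for the full control effect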
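Compounds were tested on trophozoites seeded at 100 cells/well and held 48 hrs at 37 deg C anaerobically. An ATP-based luminescent kit measured the remaining live cells.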
a7 integrin act: qHTS for Activators of Integrin-Mediated Alleviation for Muscular Dystrophy | alpha7betagal myoblasts, beta-gal FDG fluorescence, 48 h | Potency, µM (doses to about 38.3 µM), inactives show top-dose activation, hits mostly activators | actives 0.064% (n = 350,000);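 note: potency is the fitted concentration of half-maximal effect; 100% = response of the positive control SU9516; nearly all actives have a fitted effect of over 60% in size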
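alpha7betagal+/- myoblasts (passage 13, 250/well) treated 48 h at 37C with compounds at 1:260 dilution of DMSO stock. Lysed, then beta-galactosidase activity read as FDG fluorescence (ex 480/em 540) after 30 min, with pre-read for autofluorescence.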
FBPA coupling cs: qHTS Assay for Inhibitors of Fructose-1,6-bisphosphate Aldolase from Giardia Lamblia: Coupling assay counterscreen; AID 2472, 2010; actives 0.67% (n = 290,000); activity change, negative = inhibition, % at 58.2 µM, hits read low; coupling enzyme system counterscreen, AmpLite Red fluorescence; in the data active = activity change below about -30%; note: % is set by controls: 0 for no effect and ±100 for the full control effect
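Counterscreen of the coupled detection system alone, without aldolase: glyceraldehyde-3-phosphate coupling enzymes plus AmpLite Red readout. Compounds at 57.5 uM final, 10 min RT preincubation, 20 min RT reaction, fluorescence 525/598 nm.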
S-ASM inh: Inhibitors of Secretory Acid Sphingomyelinase (S-ASM): qHTS. placental ASM, HMU-PC fluorogenic substrate, 60 min. Potency, µM (highest dose often 57.5 µM), inactives show top-dose activity change, negative = inhibition, usual class: inhibitors. actives 0.006% (n = 340,000). AID 504937, 2011; note: potency is the fitted concentration of half-maximal effect
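Steps: dispense placental human ASM, pin compound, wait 10 min at room temperature, add HMU-PC0 substrate at 9 uM final, incubate 60 min at 37 °C, add stop solution raising pH to 10, read fluorescence.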
Starred values were filed as active, the others as inactive; u = inconclusive; x = no result given; & = joins results of further samples; [ ] = remark or other dose. Unless noted, calls come from the whole dose curve; as a rule, active = well fitted curve in the direction sought with a large enough effect; inconclusive = small, poorly fitted or top-dose-only effect, or another doubt; inactive = no such curve, though single readings can be large; an effect the other way counts as inactive or inconclusive.

Each structure is followed by: PKM2 activator	Tb PFK block	B2AR arrestin	GALK inh	Menin MLL FP TR	PTAP TSG101 blk	BCR signal inh	Giardia killer	a7 integrin act	FBPA coupling cs	S-ASM inh
CC(=O)Nc1ccc(S(=O)(=O)NC2=NCN(CCOC(=O)c3ccccc3)CN2)cc1
    -1%	-4%	-0.2%	-2%	0%	0%	u	43[activator]	16%	2	-1%
COCCNc1oc(/C=C/c2ccccc2)nc1C#N
    -3%	1%	-0.2%	x	x	0%	-3%	8	-13%	-1	x
CCN(CC)CCc1nc(-c2ccccc2)no1
    x	-1%	0.1%	x	-3%[24.8 µM]	-4%	0%	16	x	3	-2%
CC(C)(C)OC(=O)NCCC(=O)N/N=C/c1ccc2ncccc2c1
    -3%	1%	-0.8%	x	x	-2%	-6%	9	8%	-2	-2%
O=C(Cc1ccc(Cl)cc1)Nc1cc(S(=O)(=O)N2CCOCC2)ccc1N1CCCC1
    1%	1%	0.2%	3%	4%	0%	1%	28	20%	1	-1%
C[C@H]1CN([C@@H](C)CO)C(=O)Cc2cc(NC(=O)CCN3CCOCC3)ccc2O[C@@H]1CN(C)Cc1ccc(Oc2ccccc2)cc1
    x	10%	-1.6%	x	x	1%	-3%	4	6%	x	-18%
CCN(C(=O)CCC(=O)N(CC)c1ccccc1)c1ccccc1
    1%	1%	0.3%	x	-8%	2%	-3%	13	22%	1	4%
Cc1ccc(C(=O)CN2CCC(NC(=O)C3CCCCC3)CC2)cc1
    -3%	-3%	-0.3%	-4%	-20%	-7%	-11%	-21	-18%	1	-1%
COc1ccc(C2CC(C(F)(F)F)n3nc(CO)c(Cl)c3N2)cc1OC (stereo not given)
    -2%	3%	0.2%	2%	4%	0%	u	-6	3%	2	5%
CCCOc1ccc(C(=O)NC(=S)Nc2nc3ccc(C)cc3s2)cc1
    4%	0%	-0.9%	x	20%	x	u	x	x	0	x
COc1cc(C(=O)NCc2nnc(SCC(=O)N3CCCc4ccccc43)o2)cc(OC)c1OC
    13%	-14%	0.2%	1%	-1%	-1%	-14%	-3	-5%	2	1%
COCCNC(=O)C(c1cccs1)N(Cc1ccccc1)C(=O)Cn1nnc2ccccc21 (stereo not given)
    7%	1%	0.0%	-2%	x	-9%	-14%	-20	-3%	1	0%
CCN1CCN(CC(=O)Nc2c(C(=O)OC)[nH]c3cccc(Cl)c23)CC1
    0%	-3%	-0.1%	-1%	1%	x	-1%	x	x	0	x
N#CC1=C(N)Oc2nc(-c3ccccc3)[nH]c2C1c1cccnc1 (stereo not given)
    2%	-1%	0.2%	-2%	11%	2%	-4%	-6	-8%	-2	4%
O=C(Nc1ccccc1N1CCOCC1)C1CCCO1 (stereo not given)
    x	-5%	-0.3%	x	x	2%	2%	13	14%	x	-1%
C=CCC[C@@H](Cc1ccc(F)cc1)C(=O)OC[C@@H](Cc1c[nH]c2ccccc12)NC(=O)[C@H](CC=C)CC(=O)N(CCO)Cc1ccccc1
    x	-1%	-0.1%	x	x	-4%	u	10	0%	x	-9%
CC(C)NCC(=O)Nc1c2c(nc3ccccc13)CCC2
    8%	6%	0.3%	-3%	x	-3%	-19%	-22	21%	2	6%
COc1ccc(OC)c(C(O)c2coc3ccc(O)c(CN4CCOCC4)c23)c1 (stereo not given)
    -2%	7%	6.8%	4%	-4%	-7%	u	-1	46%	-3	6%
CCn1c(C(C)NC(=O)c2cccs2)n[nH]c1=S (stereo not given)
    -6%	0%	-0.7%	2%	12%	1%	6%	6	17%	2	1%
COc1ccccc1N1CC(C(=O)Nc2nnc(SCC(=O)NC(C)C)s2)CC1=O (stereo not given)
    0%	2%	-0.3%	4%	x	1%	5%	-18	12%	x	0%
CCOC(=O)N1CCC(=NNC(=O)COc2ccc(C#N)cc2)CC1
    -3%	-12%	-0.5%	0%	7%	2%	-19%	-3	3%	2	2%
O=C(Nc1ccc(S(=O)(=O)NCc2ccccc2)cc1)C1CCCCC1
    1%	1%	-0.3%	2%	x	-1%	-25%	2	-13%	x	-1%
CCOc1ccc(S(=O)(=O)Nc2cccc(OC)c2)cc1
    u	1%	0.5%	1%	18%	-1%	u	-26	23%	-10	-2%
CCOC(=O)C1=CN(Cc2cccc(F)c2)S(=O)(=O)NC1c1cccc(OC)c1 (stereo not given)
    x	-6%	0.0%	x	x	0%	u	21	6%	x	-10%
O=C(NCCN1C(=O)C2C3C=CC(C3)C2C1=O)N1CCCCC1 (stereo not given)
    -4%	0%	-0.8%	-6%	-10%	-2%	4%	17	23%	7	0%
CN(C)S(=O)(=O)N1CCN(S(=O)(=O)N(C)C)CC1
    4%	2%	-0.1%	1%	2%	-4%	u	-14	2%	3	0%
Nc1nc2nc(-c3ccccc3)cc(C(F)(F)F)c2s1
    2%	0%	0.1%	13%	-11%	4%	u	-2	-3%	1	-3%
COC(=O)[C@@H](c1ccccc1)N(C)S(=O)(=O)c1cccc(S(=O)(=O)N(C)[C@@H](C(=O)OC)c2ccccc2)c1
    -3%	2%	-0.6%	x	-26%	0%	23%	13	0%	-5	3%
COC(=O)[C@@]1(Cc2ccc(F)cc2)[C@@H]2[C@@H](CC(=O)[C@H]2CC(=O)C(=O)N(C)C)CN1C(=O)c1ccccc1
    3%&-1%	5%	-0.5%	x	2%&-2%	-5%	-3%	3	0%	2&-4	9%
Cc1cccc(NC2=CC(=O)OC(C)C2)c1 (stereo not given)
    4%	-3%	-0.1%	2%	-6%	0%	-7%	-2	6%	2	1%
C=C(C)COc1ccc(-c2[nH]ncc2-c2ccc(Br)cc2)c(O)c1
    1%	8%	0.2%	x	u	-6%	u	4	-38%	-2	u
Cc1nn(C)cc1S(=O)(=O)Nc1ccc(C(F)(F)F)cc1
    -3%	-10%	-0.3%	-8%	x	-10%	-1%	-3	-42%	x	2%
COc1ccc(C)cc1NC(=S)NC(C)c1ccc(OC)c(OC)c1 (stereo not given)
    -6%	-2%	2.3%	-1%	5%	0%	-1%	u	19%	0	1%
Fc1ccccc1N1CCN(Cc2cnc(Cl)s2)CC1
    0%	-2%	0.2%	5%	-4%	-5%	1%	7	-4%	2	-2%
Cc1cc(C(=O)OCC(=O)NCc2ccco2)c(C)n1-c1ccccc1
    27%	u	-0.9%	5%	1%	-7%	u	-5	-9%	3	-7%
Cc1nn(CC(=O)NNC(=O)c2cccc(Br)c2)c(C)c1[N+](=O)[O-]
    0%	1%	-0.1%	6%	15%	-8%	0%	-2	18%	4	2%
Cc1ccc(NC(=O)c2cccc(F)c2)cc1S(=O)(=O)N1CCCCCC1
    3%	0%	0.0%	3%	12%	1%	-2%	-24	-43%	-6	-3%
Cc1ccc(S(=O)(=O)CC(=O)N2CCN(c3cccc(C(F)(F)F)c3)CC2)cc1
    -2%	0%	-0.6%	2%	x	-3%	0%	13	-2%	x	-3%
COCCN(C(=O)COC(=O)/C=C/c1cccs1)c1c(N)n(Cc2ccccc2)c(=O)[nH]c1=O
    x	21%	0.0%	x	x	-1%	-4%	-5	0%	x	1%
Cc1ccc2nc3c(cc(S(=O)(=O)c4ccccc4)c(=N)n3Cc3ccco3)c(=O)n2c1
    13%	10%	0.5%	0%	u	-15%	u	29	u	-2	137%[activator]

Not all compounds are listed; rates above refer to the full screens.
